Screening results from PubChem.
DAX1 inh-1 – blocks DAX1 repression of SF-1 activated StAR promoter. 370,000 compounds, 1.1% hits. AID 652010. HEK293T StAR-luciferase reporter, SF-1/DAX-1 repression relief. inhibition, % at 6.8 µM;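 active means inhibition above the mean over all tested compounds plus 3 SD, cut at about 3.6% in these data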;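 further: 0% = DAX-1 cells with DMSO and 100% = cells lacking DAX-1 with DMSO; higher inhibition means more luminescence from relief of DAX-1 repression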
FXN GAA850 act – frataxin GAA850 promoter activation; HEK293 lucGAA850 FXN promoter luciferase reporter, 24 h; percent of 10 µM SAHA response; activation, % at 6 µM; 360,000 compounds, 0.56% hits; AID 540364;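 active means activation above the average of all compounds screened plus 3 SD, cutoff fixed separately per campaign, cut at about 7.5% in these data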;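 further: 0% = DMSO wells and 100% = 10 µM SAHA wells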
ADAM17 inh – inhibits human ADAM17 | recombinant ADAM17, EDANS/DABCYL FRET peptide cleavage | 370,000 compounds, 0.83% hits | inhibition, % at 6.95 µM | AID 720648;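 active means inhibition above the mean of compounds lying between control limits plus 3 SD, set per campaign, cut at about 8.5% in these data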;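 further: 0% = DMSO-only wells as the low control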
NPR1 activator – GC-A (human) enzyme activation; AID 1671463; activation, % at 10 µM; 370,000 compounds, 0.14% hits; HEK293 GC-A cells, cGMP TR-FRET, EC30 ANP; 0% at EC30 ANP, 100% saturating ANP; P16066; in the data active means activation above about 40%
ssDAF-12 act – activators of S. stercoralis DAF-12 nuclear receptor | HEK293 ssDAF-12/GRIP1 lit1-tk-luc reporter, luminescence; % of 3 µM dafachronic acid response | 370,000 compounds, 1% hits | AID 652126 | activation, % at 6.8 µM;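 active means activation above the mean over all tested compounds plus 3 SD, cut at about 0.9% in these data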;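 further: 0% = DMSO-only wells and 100% = 3 µM delta7-dafachronic acid wells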
PG9 Ab binder – small molecules binding HIV-1 gp120 antibody PG9; TR-FRET gp120-PG9 antibody binding; inhibition, % at 6.7 µM; 360,000 compounds, 0.43% hits; AID 624416; in the data active means inhibition above about 8.5%
SMARCA2 act – activators of SMARCA2 function. MG213 cells, MMTV-luciferase reporter, dexamethasone, overnight. activation, % at 9.1 µM. 370,000 compounds, 1% hits; in the data active means activation above about 7.8%;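 further: 0% = vehicle wells and 100% = reference activator wells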
hgDAF12 agonist – activates the H. glycines DAF-12 receptor ligand-binding domain. HEK293 GAL4-hgDAF12 UAS-luciferase reporter, agonist luminescence; normalized to butyrate control. 370,000 compounds, 1.8% hits. activation, % at 6.8 µM;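 active means activation above a cutoff set at the mean of all screened compounds plus 3 SD, cut at about 10% in these data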;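 further: 0% = DMSO wells and 100% = sodium butyrate wells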
DAX1 inh-2 – inhibitors of human orphan nuclear receptor DAX1 (NR0B1); P51843; AID 504766; 340,000 compounds, 0.99% hits; HEK293 Gal4-DAX1 luciferase reporter, luminescence; inhibition, % at 6.75 µM;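 active means inhibition above the mean over all tested compounds plus 3 SD, cut at about 4.2% in these data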;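 further: 0% = DAX1-transfected cells with DMSO and 100% = empty-vector control cells with DMSO; inhibition shows as a rise in luminescence from relieved DAX1 repression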
Target sequence (P51843 207-470 limits assumed): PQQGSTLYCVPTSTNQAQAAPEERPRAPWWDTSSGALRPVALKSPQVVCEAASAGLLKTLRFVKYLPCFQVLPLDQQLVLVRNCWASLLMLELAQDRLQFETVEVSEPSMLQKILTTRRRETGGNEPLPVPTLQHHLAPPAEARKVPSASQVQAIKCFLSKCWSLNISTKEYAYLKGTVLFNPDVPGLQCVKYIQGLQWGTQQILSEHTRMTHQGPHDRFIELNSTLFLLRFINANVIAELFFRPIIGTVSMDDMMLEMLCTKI
hcDAF12 agonist – activates DAF-12 receptor from parasite H. contortus | 370,000 compounds, 1.4% hits | HEK293 hcDAF-12 lit1-tk-luc reporter, luminescence; 0% DMSO, 100% Δ7-dafachronic acid | activation, % at 6.8 µM;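 active means activation above the mean of all tested compounds plus 3 SD, cut at about 5.5% in these data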;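 further: 100% = response to 3 µM Δ7-dafachronic acid high control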
ADAM10 inh – inhibitors of human ADAM10 | inhibition, % at 7 µM | recombinant ADAM10, EDANS/DABCYL FRET peptide cleavage, 3 h | O14672 | AID 720582 | 370,000 compounds, 0.62% hits;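 active means inhibition above a per-campaign cutoff equal to the mean of compounds falling between control-based bounds plus 3 SD, cut at about 20% in these data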;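 further: 0% = DMSO wells while the 100% control is not disclosed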
Target sequence (O14672 214-748 limits assumed): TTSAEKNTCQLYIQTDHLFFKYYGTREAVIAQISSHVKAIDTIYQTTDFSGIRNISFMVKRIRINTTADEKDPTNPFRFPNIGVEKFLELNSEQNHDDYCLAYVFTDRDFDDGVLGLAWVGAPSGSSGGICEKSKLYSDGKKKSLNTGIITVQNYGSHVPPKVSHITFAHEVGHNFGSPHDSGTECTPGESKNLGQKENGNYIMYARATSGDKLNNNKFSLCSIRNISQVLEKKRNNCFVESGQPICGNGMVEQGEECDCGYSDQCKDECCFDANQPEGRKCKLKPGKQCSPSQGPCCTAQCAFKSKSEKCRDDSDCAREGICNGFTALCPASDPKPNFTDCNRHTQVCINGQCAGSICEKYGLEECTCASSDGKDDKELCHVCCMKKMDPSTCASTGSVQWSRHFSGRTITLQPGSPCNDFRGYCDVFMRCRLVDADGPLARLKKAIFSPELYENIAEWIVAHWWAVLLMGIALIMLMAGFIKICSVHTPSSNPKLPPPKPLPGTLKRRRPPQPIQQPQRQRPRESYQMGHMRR
* = called active by the depositor; / = not tested or not shown.

SMILES	DAX1 inh-1	FXN GAA850 act	ADAM17 inh	NPR1 activator	ssDAF-12 act	PG9 Ab binder	SMARCA2 act	hgDAF12 agonist	DAX1 inh-2	hcDAF12 agonist	ADAM10 inh
OCCC1CN(Cc2cc3c(cc2Cl)OCO3)CCN1Cc1ccccc1 (configuration not stated)	-0.1	0.0	0.4	1.4	0.1	-3.3	-0.1	-0.5	0.3	0.4	-1.1
CC(C)c1ccc(/C=N/NC(=O)c2ccc(-n3cnnn3)cc2)cc1	-0.9	0.6	-5.0	-1.3	-1.0	0.8	1.7	-0.6	0.1	-2.2	-4.6
CCNc1nc(N2CCCCC2)nc(-n2nnc(C(=O)OCC)c2C)n1	-0.7	0.4	1.5	-2.7	-1.2	0.6	-1.1	0.9	-0.6	-0.3	6.1
Cc1ccc(C(=O)/C=C/C(=O)O)cc1	-0.1	0.2	2.5	11.3	-0.7	-2.3	5.1	-1.6	-0.2	0.0	2.7
Cc1nn(CC(=O)N2CCCC2)c(=O)c2nn(-c3ccccc3)c(C)c12	-0.5	0.8	-1.2	-3.2	-0.6	-1.6	-2.1	1.4	0.9	-0.8	-3.4
N=c1c2c(-c3ccccc3)c(-c3ccccc3)n(Cc3ccccc3)c2ncn1CCO	-1.4	-10.1	-5.3	-22.1	-1.8	0.0	8.7*	-3.3	-1.4	-1.5	-14.4
O=C(CN1CCN(c2ccccc2)CC1)Nc1nnc(-c2ccccc2)s1	-0.8	1.5	-5.3	-1.9	-1.1	-0.1	1.9	0.7	1.7	-1.9	-5.0
CC(C)CCn1c(Sc2nc3ccccc3o2)nc2c1c(=O)[nH]c(=O)n2C	0.2	-14.7	-1.2	-4.3	-1.1	-1.2	8.1*	5.6	0.8	-1.9	-1.9
Cc1ccc(CSc2nnc(-c3cc(-c4ccc(F)cc4)n[nH]3)n2N)cc1	-0.1	/	1.6	3.2	-1.7	/	-6.2	-0.2	/	-4.4	-6.9
NC(=O)C1c2ccccc2Oc2ccccc21	0.1	-0.9	-3.4	6.0	-0.7	0.0	-3.0	-1.1	1.4	-2.0	1.0
COc1cccc(C(=O)N2CCC[C@H]2C(=O)N2CCC[C@H]2C(=O)N[C@@H](C)c2ccccc2)c1	1.0	/	-1.1	2.5	-0.5	0.7	-0.2	-1.5	/	-1.6	0.2
CC1CC(C)CN(S(=O)(=O)c2ccc3c(c2)oc(=O)n3CC(=O)N(C)Cc2ccccc2)C1 (configuration not stated)	-0.4	-0.7	0.1	-1.8	-1.5	-1.4	-4.9	-0.2	0.6	-1.0	-5.0
CC(C)(C)c1ccc(OCC(O)CNC(=O)c2ccccc2C(=O)O)cc1 (configuration not stated)	-0.7	1.5	-4.3	2.0	-1.2	-1.0	2.1	4.2	-0.3	-0.4	-2.6
COc1ccc(S(=O)(=O)Nc2c(C)cccc2C)cc1-n1cnnn1	-0.1	-0.1	3.4	0.0	-0.5	-0.7	4.5	-0.1	-0.4	-0.6	9.0
CN(C)CCCNC(=O)Cc1ccc(Br)cc1	0.1	-0.3	-5.3	2.9	-1.1	2.4	-2.7	-2.5	-0.5	-2.1	-1.6
CCOc1ccc(CCNC(=O)COC(=O)c2c(OC)cccc2OC)cc1OCC	0.8	1.9	-1.7	-2.2	-0.8	-2.1	-1.5	0.8	-1.3	-0.2	4.4
O=C(Nc1ccc(Cl)c([N+](=O)[O-])c1)C(Sc1ccccc1)c1ccccc1 (configuration not stated)	0.4	-5.1	11.5*	-2.5	-1.4	-1.0	-3.5	-0.1	-2.0	0.5	26.2*
COC(=O)C(C)(C)ONC(=O)Nc1ccc([N+](=O)[O-])cc1	-0.9	0.7	-0.9	5.2	-1.5	0.8	0.1	3.6	-0.8	-0.8	1.2
CN(C)S(=O)(=O)c1ccc(C(=O)N2CCN(C(=O)C3CCCO3)CC2)cc1 (configuration not stated)	0.8	0.4	1.3	3.2	-1.3	-2.9	-2.6	2.5	-0.2	-1.9	-6.5
COc1ccc2ccccc2c1C=NN1CCCCC1	0.0	0.5	-2.9	-5.0	-1.6	-1.1	-2.0	-0.7	-0.8	-0.5	-3.9

Sorted by count of non-hydrogen atoms (ascending): part of the list above
SMILES	DAX1 inh-1	FXN GAA850 act	ADAM17 inh	NPR1 activator	ssDAF-12 act	PG9 Ab binder	SMARCA2 act	hgDAF12 agonist	DAX1 inh-2	hcDAF12 agonist	ADAM10 inh
Cc1ccc(C(=O)/C=C/C(=O)O)cc1	-0.1	0.2	2.5	11.3	-0.7	-2.3	5.1	-1.6	-0.2	0.0	2.7
NC(=O)C1c2ccccc2Oc2ccccc21	0.1	-0.9	-3.4	6.0	-0.7	0.0	-3.0	-1.1	1.4	-2.0	1.0
COc1ccc2ccccc2c1C=NN1CCCCC1	0.0	0.5	-2.9	-5.0	-1.6	-1.1	-2.0	-0.7	-0.8	-0.5	-3.9
COC(=O)C(C)(C)ONC(=O)Nc1ccc([N+](=O)[O-])cc1	-0.9	0.7	-0.9	5.2	-1.5	0.8	0.1	3.6	-0.8	-0.8	1.2
COc1ccc(S(=O)(=O)Nc2c(C)cccc2C)cc1-n1cnnn1	-0.1	-0.1	3.4	0.0	-0.5	-0.7	4.5	-0.1	-0.4	-0.6	9.0
Cc1nn(CC(=O)N2CCCC2)c(=O)c2nn(-c3ccccc3)c(C)c12	-0.5	0.8	-1.2	-3.2	-0.6	-1.6	-2.1	1.4	0.9	-0.8	-3.4
O=C(CN1CCN(c2ccccc2)CC1)Nc1nnc(-c2ccccc2)s1	-0.8	1.5	-5.3	-1.9	-1.1	-0.1	1.9	0.7	1.7	-1.9	-5.0
CCOc1ccc(CCNC(=O)COC(=O)c2c(OC)cccc2OC)cc1OCC	0.8	1.9	-1.7	-2.2	-0.8	-2.1	-1.5	0.8	-1.3	-0.2	4.4
N=c1c2c(-c3ccccc3)c(-c3ccccc3)n(Cc3ccccc3)c2ncn1CCO	-1.4	-10.1	-5.3	-22.1	-1.8	0.0	8.7*	-3.3	-1.4	-1.5	-14.4
COc1cccc(C(=O)N2CCC[C@H]2C(=O)N2CCC[C@H]2C(=O)N[C@@H](C)c2ccccc2)c1	1.0	/	-1.1	2.5	-0.5	0.7	-0.2	-1.5	/	-1.6	0.2

The list goes on:
SMILES	DAX1 inh-1	FXN GAA850 act	ADAM17 inh	NPR1 activator	ssDAF-12 act	PG9 Ab binder	SMARCA2 act	hgDAF12 agonist	DAX1 inh-2	hcDAF12 agonist	ADAM10 inh
CCOC(=O)CSc1nc2cc3c(cc2cc1CC)OCCO3	0.5	-1.5	-0.4	-11.6	-0.3	2.7	-3.1	-0.9	0.7	-0.8	-1.2
COCCN1C[C@@H](CO)O[C@@H](n2cnc3c(NC4CC4)ncnc32)C1	0.1	0.0	1.4	2.0	-0.9	1.7	0.5	1.1	/	-1.0	-0.5
COc1ccc(C(=O)N2CCC(C(=O)O)CC2)cc1	0.2	0.8	1.5	1.8	-1.1	-2.3	1.1	-1.1	1.2	0.0	10.4
CSCCC(NC(=O)c1ccc(Cl)cc1)C(=O)NC(C)(C)C (configuration not stated)	0.3	0.8	-0.5	1.1	-1.5	0.4	-0.8	-0.8	0.9	-1.2	0.7
C=CCN(CC=C)S(=O)(=O)c1ccc(NC(=S)NC(=O)c2ccco2)cc1	-1.4	1.1	-1.7	-3.4	-1.6	-3.2	-1.8	-0.5	-0.5	-3.2	5.8
CCN(CC)C(=O)COc1ccc(-c2nnc(N3CCCCC3)c3ccccc23)cc1	-1.1	0.6	0.0	-2.5	-1.2	-0.8	3.0	-2.1	-1.9	1.0	8.8
CN(C(=O)c1cc2ccccc2cc1O)C1CCCCC1	0.0	2.1	-2.4	-5.7	-0.7	-1.3	0.1	2.5	-0.7	-0.1	-10.6
CCOC(=O)CNC(=O)CCCCCC(=O)NCC(=O)OCC	-1.1	-0.9	-3.8	-3.4	-1.2	0.7	-0.8	-3.2	1.1	-1.6	-7.9
CCCSc1nc2c(c(=O)n1CC)SC(C)C2 (configuration not stated)	0.4	1.2	3.5	5.1	-1.0	-2.9	1.0	1.0	2.0	0.8	-1.8
O=C(Cc1cn(Cc2cccc(Cl)c2)c2ccccc12)N1CCCCCC1	-0.3	2.4	4.3	-14.5	-1.2	-2.4	-0.2	-0.7	-1.4	-1.0	12.7
CC(C)C(OC(=O)c1cccs1)C(=O)NCc1ccco1 (configuration not stated)	-0.7	-1.0	1.1	1.5	-0.8	-1.4	0.7	-1.0	-0.6	-1.7	2.3
COc1ccc(-n2c(SCc3cccnc3)nc3c(c2=O)SCC3)cc1OC	0.2	2.9	-4.8	0.8	-1.4	0.4	-0.1	0.4	-0.7	0.9	-9.9
O=C(O/N=C\c1ccc(N2CCCCC2)c([N+](=O)[O-])c1)c1ccc(Cl)cc1Cl	-0.2	-2.0	-4.5	8.8	-2.0	1.3	-1.1	2.5	-0.2	-1.6	-3.7
COc1ccc(NC(=O)COC(=O)c2ccc(C)c(S(=O)(=O)N3CCCCC3)c2)cc1	-1.4	2.6	2.3	0.5	-1.5	0.5	0.0	3.0	0.0	-0.8	-1.2
Cc1cccc(Cn2c(NC3CCCC3)nc3c2c(=O)[nH]c(=O)n3C)c1	-0.4	3.7	3.0	19.6	-1.6	0.4	-2.9	0.0	-0.7	-2.3	-7.0
COC(=O)C[C@H]1CC[C@@H](NC(=O)Nc2ccc3c(c2)OCO3)[C@@H](CO)O1	0.8	/	-4.1	1.3	-0.6	-1.2	-0.4	-2.9	/	0.2	-8.8
Cc1cc(NC(=O)c2ccc(Cn3cc([N+](=O)[O-])cn3)o2)no1	0.6	-0.5	0.3	1.4	-1.9	-2.2	-1.2	4.2	-1.1	0.0	5.7
COc1ccc(N2C(=O)C(F)(F)C2c2ccccc2F)cc1 (configuration not stated)	0.2	0.2	-0.9	-1.3	-1.4	-1.8	1.0	-2.7	1.4	-0.6	3.0
O=S(=O)(N1CCOCC1)N1CCOCC1	0.0	0.1	-1.9	2.2	-1.3	0.8	-2.4	-0.8	-0.3	0.0	-0.4
CCOC(=O)[C@]12CCCCC/C=C\1N(CCc1ccc(Cl)cc1)C(=O)[C@H]2CC(=O)NCCCOC	-1.0	/	-0.6	0.2	-1.9	/	-1.5	-0.3	/	-3.0	-0.3

Sorted by SMILES length (descending): three of the compounds above.
SMILES	DAX1 inh-1	FXN GAA850 act	ADAM17 inh	NPR1 activator	ssDAF-12 act	PG9 Ab binder	SMARCA2 act	hgDAF12 agonist	DAX1 inh-2	hcDAF12 agonist	ADAM10 inh
CCOc1ccc(CCNC(=O)COC(=O)c2c(OC)cccc2OC)cc1OCC	0.8	1.9	-1.7	-2.2	-0.8	-2.1	-1.5	0.8	-1.3	-0.2	4.4
CC(C)c1ccc(/C=N/NC(=O)c2ccc(-n3cnnn3)cc2)cc1	-0.9	0.6	-5.0	-1.3	-1.0	0.8	1.7	-0.6	0.1	-2.2	-4.6
Cc1ccc(C(=O)/C=C/C(=O)O)cc1	-0.1	0.2	2.5	11.3	-0.7	-2.3	5.1	-1.6	-0.2	0.0	2.7
